Screening results as filed in PubChem.
ATG4B inhibitor = blocks human ATG4B protease cleavage of LC3 substrate | Q9Y4P1 | ATG4B cleavage of LC3-PLA2, NBD-HPC fluorescence, 1 h | inhibition, % at 8.33 µM | hit rate 0.51% among 340,000 | AID 504462; in the data active means inhibition above about 40%
mIAP block = blocks mouse intestinal alkaline phosphatase; purified mouse IAP, CDP-Star luminescence, 30 min; inhibition, % at 10 µM; hit rate 0.2% among 330,000;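 active means inhibition of at least 40% at 10 µM in the primary screen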;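 further: plate controls were DMSO with enzyme for no effect and no enzyme wells for full effect; values of inactives mirror those of a sister screen read the other way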
hIAP block = human IAP inhibition | purified IAP, CDP-Star luminescence, 30 min | inhibition, % at 10 µM | hit rate 0.12% among 330,000 | AID 2544;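 active means inhibition reaching a set limit with compound at 10 µM in the primary screen, cut at about 35% in these data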;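 further: plate controls were DMSO wells with enzyme for no effect and no-enzyme buffer wells for full effect; values of inactives mirror those of a sister screen read the other way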
Target sequence (P09923 whole entry, looked up): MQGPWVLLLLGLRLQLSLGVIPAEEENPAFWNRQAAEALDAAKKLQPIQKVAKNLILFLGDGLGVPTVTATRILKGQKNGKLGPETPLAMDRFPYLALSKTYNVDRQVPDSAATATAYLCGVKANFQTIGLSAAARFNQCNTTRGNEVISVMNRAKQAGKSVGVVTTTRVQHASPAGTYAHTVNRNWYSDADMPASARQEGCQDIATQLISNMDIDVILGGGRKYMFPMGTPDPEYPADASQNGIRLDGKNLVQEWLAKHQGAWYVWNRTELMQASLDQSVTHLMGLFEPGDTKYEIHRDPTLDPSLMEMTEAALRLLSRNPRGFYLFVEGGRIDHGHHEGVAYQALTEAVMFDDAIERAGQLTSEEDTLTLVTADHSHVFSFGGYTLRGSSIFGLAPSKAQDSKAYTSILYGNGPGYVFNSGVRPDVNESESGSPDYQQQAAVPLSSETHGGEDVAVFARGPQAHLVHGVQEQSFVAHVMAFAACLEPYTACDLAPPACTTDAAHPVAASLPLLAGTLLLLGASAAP
MPTP block = permeability transition pore inhibition | isolated mouse mitochondria, Ca2+ swelling absorbance, 30 min | inhibition, % at 10 µM | hit rate 1.4% among 360,000 | AID 602449;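 active means inhibition of 50% or more, scaled per plate between neutral and stimulator controls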;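 further: 0% = DMSO wells given calcium and 100% = 1 mM EGTA wells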
hIAP activ = increases human intestinal alkaline phosphatase activity; activation factor at 10 µM; purified human IAP, CDP-Star luminescence, 30 min; active compounds read high; 1 = vehicle-only enzyme, 0 = enzyme-free background; hit rate 0.16% among 330,000;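 active means activation factor of the enzyme at least 2-fold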; further: the source names both 10 and 20 µM as test concentration; values of inactives mirror those of a sister screen read the other way
APOBEC3A inh = human APOBEC3A DNA deaminase inhibition; AID 493011; recombinant A3A, FAM/TAMRA ssDNA deamination fluorescence; inhibition, % at 20 µM; hit rate 0.41% among 330,000;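 active means at least 40% inhibition at 20 µM here, with at most 30% in a related deaminase screen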;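 further: plate controls were A3A with DMSO for no effect and wells lacking A3A enzyme for full effect; some results filed as inactive read as strong as hits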
Target sequence (P31941 whole entry, looked up): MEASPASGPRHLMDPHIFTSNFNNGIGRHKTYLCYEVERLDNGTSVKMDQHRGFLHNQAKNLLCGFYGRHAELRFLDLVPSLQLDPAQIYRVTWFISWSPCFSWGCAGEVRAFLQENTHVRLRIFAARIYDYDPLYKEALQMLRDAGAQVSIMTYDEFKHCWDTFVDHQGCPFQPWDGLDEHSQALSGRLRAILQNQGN
mIAP act = mouse IAP activation. muIAP, CDP-Star luminescence, 30 min; active compounds read high; 1 = vehicle-only enzyme signal, 0 = enzyme-free wells. hit rate 0.24% among 330,000. activation factor at 10 µM. AID 2805;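 active means activation factor of at least 2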; further: the source names both 10 and 20 µM as test concentration; values of inactives mirror those of a sister screen read the other way
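System: Mouse IAP enzyme | Also added: CDP-Star substrate | Dosing: Compounds dispensed in DMSO | Schedule: 30 min enzyme-substrate-compound incubation at room temperature | Technique: Chemiluminescence readout | Control set: DMSO-only wells and no-enzyme negative control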
APOBEC3G inh = APOBEC3G (human) deaminase inhibition; recombinant A3G, ssDNA deamination FAM/TAMRA fluorescence; AID 493012; hit rate 0.28% among 330,000; inhibition, % at 20 µM;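 active means inhibition of at least 40% at 20 µM, with no more than 30% in the related APOBEC3A deaminase screen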;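 further: plate controls were DMSO wells with A3G for no effect and wells lacking A3G enzyme for full effect; some compounds called inactive have numbers as strong as hits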
MIN6 prolif = MIN6 beta-cell proliferation induction. MIN6 cells proliferation, ATPlite luminescence, 48 h; cells starved in 0.2% serum; 100% = growth in 10% serum. proliferation, % at 10 µM. hit rate 0.29% among 330,000. AID 2380;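 active means compounds whose signal lies at least 3.5 SD above the mean of all wells on their plate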;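 further: 0% = DMSO-treated cells in low-serum medium and 100% = 10% serum control; some compounds called inactive have numbers as strong as hits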
An asterisk follows results filed as active; . = not tested or not shown. Compounds as they come (roughly 3.3% active in at least one column).

SMILES	ATG4B inhibitor	mIAP block	hIAP block	MPTP block	hIAP activ	APOBEC3A inh	mIAP act	APOBEC3G inh	MIN6 prolif
O=C(NC(=S)Nc1ccc2[nH]c(=O)[nH]c2c1)c1ccccc1[N+](=O)[O-]	0	4	0	-1.3	1	1	0.95	7	7
Cc1cc(C)c(C)c(OCCNCc2ccccc2)c1	-2	8	-5	4.9	1.1	-6	0.92	-3	-2
COc1ccc(CNc2nc3ccccc3n2Cc2ccc(C)cc2)cc1OC	-12	-48	-17	0.0	1.2	0	1.5	-3	-4
COCCCNc1nc2c(-c3cccc(C(F)(F)F)c3)nnn2c2ccccc12	-1	-5	4	1.4	0.96	-4	1.1	-10	2
Oc1ccc(/C=N/N2CCN(c3ccccn3)CC2)cc1	-1	11	8	0.0	0.92	-1	0.89	-6	-5
Cc1nn(-c2cc(N3CCOCC3)ccc2N)c(=O)c2ccccc12	-10	-7	11	0.3	0.89	-4	1.1	-3	-1
O=C(Nc1ccc(S(=O)(=O)NC2CCCCC2)cc1)c1ccc(Br)o1	4	5	5	3.1	0.95	1	0.95	-3	-3
O=C(C1CC1)N1CCc2cc(S(=O)(=O)NCCCN3CCCCC3)ccc21	3	2	-10	-1.7	1.1	-4	0.98	-4	-1
CN(C)C(=O)CSc1nnc2sc3ccccc3n12	-8	4	9	-3.8	0.91	4	0.96	6	-1
Oc1ccc(C[C@H]2CNCCN2CCc2cc(C(F)(F)F)cc(C(F)(F)F)c2)cc1	-8	11	20	-0.5	0.8	0	0.89	2	-8
COc1ccc(N2CC(C(=O)Nc3cc(C)on3)CC2=O)cc1 (configuration not stated)	6	2	4	-0.6	0.96	2	0.98	-3	-2
COC(=O)c1ccc(Cn2cnc3c(cnn3-c3ccc(Cl)cc3)c2=O)o1	-8	8	-15	7.2	1.2	1	0.92	-3	-2
COc1ccccc1C(O)(C(=O)NN(C)c1ccccc1)c1ccccc1OC	-5	-7	13	0.8	0.87	-2	1.1	-5	0
CCN(Cc1nc2cc(Cl)ccc2c(=O)[nH]1)C(=O)c1nn(C)c(=O)c2ccccc12	-1	-4	8	1.0	0.92	35	1	7	3
CC(Oc1ccc2c(c1)oc(=O)c1ccccc12)C(=O)NCC1CCC(C(=O)O)CC1 (configuration not stated)	2	10	23	0.9	0.77	-3	0.9	-5	-1
CCn1c(COc2ccc(=O)n(-c3ccccc3)n2)nnc1SCc1ccc(C)cc1	-10	-4	2	2.2	0.98	2	1	-5	6
COc1ccc(N2CC(NC(=O)N(C)CCC#N)CC2=O)cc1 (configuration not stated)	28	-3	-17	-0.8	1.2	-3	1	3	-3
Cc1ccc2oc(C(=O)NCCC3CCCCO3)c(C)c2c1 (configuration not stated)	0	9	-8	-0.6	1.1	-1	0.91	-2	-1
Cn1c(SCc2n[nH]c(=S)n2-c2ccccc2)nnc1-c1ccccc1	-6	2	1	-1.0	0.99	-5	0.98	12	-4
CC(C)N1CCC(N2CCN(Cc3ccc(-c4ccc(Cl)cc4)o3)CC2CCO)CC1 (configuration not stated)	15	8	6	-0.6	0.94	1	0.92	0	-6
CCOc1nc(C)cc(C)c1S(=O)(=O)c1ccc(Cl)cc1	8	2	3	0.7	0.97	-1	0.98	-1	2
Nc1oc2ccccc2c(=O)c1C=O	3	11	73*	18	0.27	3	0.89	0	-2
COc1ccc(OCCNC(=O)/C=C/c2ccc([N+](=O)[O-])cc2)cc1	-10	2	10	-0.2	0.9	0	0.98	-6	-1
CC(C)C[C@H](NC(=O)OC(C)(C)C)c1nnc(SCc2cccc(F)c2)o1	3	8	-6	4.2	1.1	-2	0.92	-4	0
CC1Cc2ccccc2N1S(=O)(=O)c1cccc(C(=O)NNC(=O)c2ccccc2F)c1 (configuration not stated)	-4	2	-22	1.3	1.2	-1	0.98	-5	-1
COC(=O)c1sc2nc(-c3ccccc3)c3c(c2c1N)CCCC3	2	-23	22	0.8	0.78	-4	1.2	-8	0
O=C1[C@H]2[C@@H](c3ccc(F)cc3)N3C(=O)N(c4cccc(Br)c4)C(=O)[C@@]3(Cc3ccccc3)[C@H]2C(=O)N1C1CCCCC1	-2	-8	-8	2.2	1.1	-2	1.1	-5	-5
CC(=O)c1c(C)[nH]c(C(=O)N2CCc3ccccc32)c1C	-12	-4	5	0.5	0.95	-1	1	-3	0
C/C(Cn1nc([N+](=O)[O-])cc1C)=N\NC(=O)COc1ccc(Cl)cc1Cl	-5	20	-20	0.5	1.2	-4	0.8	-10	0
CCOC(=O)Cn1c(=O)oc2cc(S(=O)(=O)N3CCCc4ccccc43)ccc21	0	4	6	0.2	0.94	-7	0.95	-9	-3

A run of entries taken from the entries so far:
SMILES	ATG4B inhibitor	mIAP block	hIAP block	MPTP block	hIAP activ	APOBEC3A inh	mIAP act	APOBEC3G inh	MIN6 prolif
CC(=O)c1c(C)[nH]c(C(=O)N2CCc3ccccc32)c1C	-12	-4	5	0.5	0.95	-1	1	-3	0
C/C(Cn1nc([N+](=O)[O-])cc1C)=N\NC(=O)COc1ccc(Cl)cc1Cl	-5	20	-20	0.5	1.2	-4	0.8	-10	0

Next section
SMILES	ATG4B inhibitor	mIAP block	hIAP block	MPTP block	hIAP activ	APOBEC3A inh	mIAP act	APOBEC3G inh	MIN6 prolif
CCCn1c(SCC(=O)Nc2c(C)cccc2C)nnc1C(C)C	-1	5	-17	-0.2	1.2	3	0.95	4	0
COc1cc(OC)cc(C(=O)NNC(=O)CCc2ccccc2)c1	-7	-11	-34	-2.1	1.3	1	1.1	-4	-3
COC(=O)c1ccc(Oc2nc(NC(C)(C)C)nc(N3CCOCC3)n2)cc1	.	2	-7	.	1.1	0	0.98	-3	-3
COC(=O)c1cccnc1NC(=S)NC(C)C	11	-5	-10	7.5	1.1	1	1	-19	-1
O=[N+]([O-])c1ccc(C(O)CN2CCN(Cc3ccccc3)CC2)cc1 (configuration not stated)	9	-8	-14	-0.1	1.1	-1	1.1	-5	-4
CCCCN(CCCC)CCNC(=O)CN1C(=O)CSc2ccc(S(=O)(=O)N3CCCCC3)cc21	-1	-3	-10	-0.5	1.1	-4	1	-1	-2
CN1CCN(c2ccc(C(=O)c3ccc(F)cc3)cc2)CC1	-2	0	-2	0.9	1	-2	1	-4	-2
O=C(C1=C[C@@H]2[C@H]3C(=O)N(c4ccc(Cl)cc4)C(=O)[C@H]3[C@@H](C(=O)c3ccc(Cl)cc3)N2C=C1)c1ccccc1	19	15	7	-0.7	0.93	-3	0.85	-7	-2
O=S(=O)(NCCOC12CC3CC(CC(C3)C1)C2)c1cccc2nsnc12	2	-4	10	-0.6	0.9	3	1	1	-2
Cc1cc(C)c(C)c(S(=O)(=O)N2CCN(C(=O)c3ccc4c(=O)n5c(nc4c3)CCC5)CC2)c1C	-9	-7	0	-0.1	0.99	3	1.1	4	-4
O=C(c1ccc(S(=O)(=O)NCc2ccco2)cc1)N1CCN(Cc2ccccc2)CC1	-11	-8	2	1.5	0.98	-6	1.1	-8	0
COCCN1C(=O)c2ccc(C(=O)Nc3nccs3)cc2C1=O	-1	-5	-3	0.2	1	0	1	-8	-3
CC(=O)N1CCN(Cc2nc(-c3cccc(Cl)c3)no2)CC1	2	-2	-3	-1.7	1	4	1	-4	1
COc1ccc(C2/C(=C(\O)c3ccc(OC)c(Cl)c3)C(=O)C(=O)N2CCN(C)C)cc1 (configuration not stated)	-6	-3	5	1.6	0.95	-2	1	-2	-2
Cn1cc(C(=O)C(=O)N2CCCc3ccccc32)c2ccccc21	2	7	3	-0.5	0.97	1	0.93	-5	-2

Three compounds picked at random from those above:
SMILES	ATG4B inhibitor	mIAP block	hIAP block	MPTP block	hIAP activ	APOBEC3A inh	mIAP act	APOBEC3G inh	MIN6 prolif
COC(=O)c1cccnc1NC(=S)NC(C)C	11	-5	-10	7.5	1.1	1	1	-19	-1
O=C(c1ccc(S(=O)(=O)NCc2ccco2)cc1)N1CCN(Cc2ccccc2)CC1	-11	-8	2	1.5	0.98	-6	1.1	-8	0
CCCCN(CCCC)CCNC(=O)CN1C(=O)CSc2ccc(S(=O)(=O)N3CCCCC3)cc21	-1	-3	-10	-0.5	1.1	-4	1	-1	-2

Other compounds:
SMILES	ATG4B inhibitor	mIAP block	hIAP block	MPTP block	hIAP activ	APOBEC3A inh	mIAP act	APOBEC3G inh	MIN6 prolif
CC(C)OCCCN(C)C1CCN(S(=O)(=O)c2ccc(-c3ccc(=O)[nH]n3)s2)CC1	-4	-3	0	-1.2	1	-3	1	-8	-4
N#Cc1ccccc1OCCn1cncn1	-2	-2	6	-0.9	0.94	-9	1	-5	-1
O=S(=O)(c1ccc(Cl)nc1)N1CCC(Cc2ccccc2)CC1	12	7	3	-1.4	0.97	-1	0.93	-3	-1
C[C@@H]1NC(=O)[C@H](CCC(N)=O)NC(=O)c2cc([N+](=O)[O-])cc(I)c2NCCC[C@@H](C(N)=O)NC1=O	-2	0	-2	-0.1	1	2	0.99	-5	-3
OC(c1ccccn1)c1c[nH]c2ccccc12 (configuration not stated)	6	4	11	0.1	0.89	1	0.96	-4	-3
CCCCN(C(=O)c1ccc(Cl)c([N+](=O)[O-])c1)c1c(N)n(CCC)c(=O)[nH]c1=O	-4	0	11	1.4	0.89	0	0.99	-2	-4
COC(=O)c1ccc(C(=O)N2CCCC(Nc3ccc(C(C)C)cc3)C2)cc1 (configuration not stated)	81*	7	21	1.8	0.79	0	0.93	-2	0
C=CCn1c(SCC(C)=O)nc2scc(-c3ccc(C)o3)c2c1=O	-5	15	7	2.1	0.93	-4	0.85	-2	1
CN1c2ccc([N+](=O)[O-])cc2N(C)C1(C)c1ccccc1 (configuration not stated)	14	15	32	6.4	0.69	-4	0.85	8	-5
O=C(NC1CCCCC1)c1cc(C(=O)c2ccccc2Br)c[nH]1	6	7	8	1.1	0.92	-4	0.93	-12	-1
O=C(Nc1nccs1)c1cccnc1	-1	5	7	1.4	0.93	1	0.95	-1	-5
O=S(=O)(Nc1ccc(N2CCCCC2)cc1)c1cccs1	-6	3	-2	0.8	1	1	0.97	0	-1
COc1ccc(C(C)(C)C)cc1NC(=O)C1CC=CCC1C(=O)O (configuration not stated)	-2	-7	-14	1.1	1.1	-1	1.1	-1	-2

An excerpt from above, reduced to MIN6 prolif and APOBEC3A inh:
canonical_smiles	MIN6 prolif	APOBEC3A inh
OC(c1ccccn1)c1c[nH]c2ccccc12 (configuration not stated)	-3	1
CCCCN(C(=O)c1ccc(Cl)c([N+](=O)[O-])c1)c1c(N)n(CCC)c(=O)[nH]c1=O	-4	0
COC(=O)c1ccc(C(=O)N2CCCC(Nc3ccc(C(C)C)cc3)C2)cc1 (configuration not stated)	0	0
C=CCn1c(SCC(C)=O)nc2scc(-c3ccc(C)o3)c2c1=O	1	-4
